Wnt act – activates Wnt/beta-catenin signaling in a reporter cell assay; 300,000 tested, 1.2% active; activation, % at 9.35 µM; AID 743398; activator, plate reader; in the data active = activation above about 30%, passing the limit was not always enough;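 also: 0% = neutral control wells and 100% = positive control wells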
Numbers without * were called inactive. The list is partial (hit frequency here may not be typical).

structure | Wnt act
COC(=O)C1=C(C)N(C)C(=NCc2ccc(OC)cc2)NC1c1cccc(Cl)c1 (centres undefined) | -2
Fc1ccc(-c2nc3c(Cl)cc(C(F)(F)F)cn3c2Cc2ccccc2)cc1 | 0
CCCCNC(=O)C[C@@H]1C[C@@]2(C(=O)OCC)CCCC=C2N(Cc2ccc3c(c2)OCO3)C1=O | -6
COc1ccc(-n2nnnc2C(c2ccnc3ccccc23)N2CCN(C/C=C/c3ccccc3)CC2)cc1 (centres undefined) | 0
CC(c1nc2ccccc2n1Cc1ccccc1)n1c(-c2cnccn2)nc2ccccc21 (centres undefined) | -2
CCC(C)CN1C(=O)CSCC1(C)C(=O)NCc1ccccc1 (centres undefined) | 1
CC(C)n1nnnc1C1c2ccccc2C(=O)N1Cc1cccnc1 (centres undefined) | -3
COc1cccc(-c2cc(CNC(=O)[C@H]3O[C@@H](n4cnc(C(N)=O)n4)[C@H](O)[C@@H]3O)no2)c1 | 0
CCCCOCCCNC(=O)C[C@@H]1C[C@@]2(C(=O)OC)CCCCC=C2N(Cc2ccc3c(c2)OCO3)C1=O | -5
O=C1NC[C@H](CCCCN2C[C@H](Cc3ccc(O)cc3)N(CCc3ccccc3)C(=O)C2=O)N(CCC2CCCCC2)C1=O | -2
COC(=O)c1ccc(Cn2c(C)c(C(=O)NCc3ccc(C#N)cc3)sc2=O)o1 | -5
CC(C)(C)NC(=O)C1C(c2ccc(C(F)(F)F)cc2)=Nc2ccccc2N1C(=O)c1cccc2ccccc12 (centres undefined) | 2
CCCCn1nnnc1C(CCc1ccccc1)N1CCN(C/C=C/c2ccccc2)CC1 (centres undefined) | -6
COc1ccc(NC(=O)C2C(c3ccc4c(c3)OCO4)=Nc3ccccc3N2C(C)=O)cc1 (centres undefined) | 35*
CCCCCCCCN1C(=O)[C@H](CC(=O)NCc2cccc(C(F)(F)F)c2)C[C@@]2(C(=O)OCC)CCCC=C12 | -7
COc1ccc([C@H]2CC(=O)C[C@@H](CCn3ccnn3)O2)cc1 | 0
CCN1C(=O)[C@@H]2[C@H](C1=O)[C@@H]1CC(C(=O)OC)=C[C@@H](C(=O)OC)C3C1=C(C(=O)C3(CC)CC)[C@@H]2C (some centres undefined) | -1
C[C@@H]1CN([C@H](C)CO)C(=O)c2cc(Br)cnc2O[C@H]1CN(C)Cc1ccccc1F | -2
CC1(C(=O)NS(=O)(=O)C2CC2)CCN(C(=O)COCc2ccccc2)C1 (centres undefined) | -1
CSc1ccc(Cn2c(C)c(C(=O)NCc3ccc4c(c3)OCCO4)sc2=O)cc1 | 9
c1cnc2ccc(-n3ccnc3)cc2c1 | -4
CC(=O)O[C@H]1C[C@@H](n2cnc3c(Cl)ncnc32)[C@@H]2OC(C)(C)O[C@@H]21 | -4
COC(=O)[C@@]1(Cc2ccc(OC)cc2)[C@H]2c3cc(C(=O)N4CCCC4)n(CCN4CCOCC4)c3C[C@H]2CN1C(=O)c1ccccc1 | -1
C[C@@H]1CN([C@@H](C)CO)C(=O)CCCn2nncc2CO[C@H]1CN(C)C(=O)Nc1ccc(N2CCN(C)CC2)cc1 | -1
COc1cccc(OC)c1NC(=O)c1ccc(-c2cc(Cl)ccc2Cl)o1 | -2
O=C1C=CCC(/C=C/c2ccccc2)O1 (centres undefined) | -10
COc1ccc(CN(C)C(=O)[C@H]2O[C@@H](n3cnc4c(N)ncnc43)[C@H](O)[C@@H]2O)cc1OC | -1
CCCCn1nnnc1C(c1cc2ccccc2o1)N1CCN(c2cc(C)nc3ccccc23)CC1 (centres undefined) | -2
COc1ccc(-c2ccc3c(n2)CCCN3S(=O)(=O)c2ccc(OC)cc2)cc1 | -8
CCC(c1nnnn1-c1ccc2c(c1)OCCO2)N1CCN(c2ccc(OC)cc2)CC1 (centres undefined) | -3
CCCCNC(=O)C[C@@H]1C[C@@]2(C(=O)OCC)CCC=C2N(Cc2ccco2)C1=O | 0
CC(C)(C)C(=O)c1c(N)[nH]c(C(=O)c2ccccc2)c1-c1cc2ccccc2nc1Cl | -1
COC(=O)[C@@]12C[C@@H](CC(=O)NCc3ccc(C)o3)C(=O)N(Cc3ccccc3)C1=CCC(C)(C)C2 | -3
CCCCNC(=O)C(NC(=O)Cc1cc(OC)cc(OC)c1)C(=O)c1ccccc1 (centres undefined) | -2
Cc1ccc(S(=O)(=O)N2c3ccccc3OC(C(=O)OC(C)(C)C)(C(=O)OC(C)(C)C)C2CC(=O)c2ccccc2)cc1 (centres undefined) | -2
O=C(/C=C/[C@H]1O[C@@H](n2cnc3c(NC(=O)c4ccccc4)ncnc32)[C@H](O)[C@@H]1O)NCc1cccs1 | 0

Fetched by compound from the list above, 7 records:
structure | Wnt act
O=C(/C=C/[C@H]1O[C@@H](n2cnc3c(NC(=O)c4ccccc4)ncnc32)[C@H](O)[C@@H]1O)NCc1cccs1 | 0
CCCCNC(=O)C[C@@H]1C[C@@]2(C(=O)OCC)CCC=C2N(Cc2ccco2)C1=O | 0
CCCCNC(=O)C(NC(=O)Cc1cc(OC)cc(OC)c1)C(=O)c1ccccc1 (centres undefined) | -2
COc1cccc(OC)c1NC(=O)c1ccc(-c2cc(Cl)ccc2Cl)o1 | -2
CCC(c1nnnn1-c1ccc2c(c1)OCCO2)N1CCN(c2ccc(OC)cc2)CC1 (centres undefined) | -3
CC(C)(C)C(=O)c1c(N)[nH]c(C(=O)c2ccccc2)c1-c1cc2ccccc2nc1Cl | -1
CCCCn1nnnc1C(c1cc2ccccc2o1)N1CCN(c2cc(C)nc3ccccc23)CC1 (centres undefined) | -2

Additional results.
structure | Wnt act
COC(=O)[C@H](Cc1ccccc1)N1CC=CS1(=O)=O | -2
O=C(CC[C@H]1O[C@@H](n2ccc(=O)[nH]c2=O)[C@H](O)[C@@H]1O)N[C@H](Cc1ccccc1)C(=O)NCc1ccc2c(c1)OCO2 | -2
O=C(NC1CCCC1)C(c1ccccc1)n1c(-c2cccs2)nc2ccccc21 (centres undefined) | -2
CN1CCN(C2CN(Cc3cn(Cc4ccccc4C(F)(F)F)nn3)S(=O)(=O)C2)CC1 (centres undefined) | -1
COc1ccc(CN2C[C@H](O)COC[C@@H]3O[C@H](CC(=O)NCc4ccncn4)CC[C@H]32)cc1 | -3
O=C1CCc2cc(S(=O)(=O)Nc3cccc(Cl)c3)ccc2N1 | -3
CC(C)C[C@H]1COc2cc(N3CCC[C@H]3CO)ccc2S(=O)(=O)N1 | -1
COc1ccc(S(=O)(=O)N2CCC[C@H]2C(=O)N2CCC[C@H]2C(=O)N(C)Cc2ccccc2)cc1C | 0
COc1ccc(-c2nc3cc(C)c(Br)c(C)n3c2Cc2cccc(F)c2)cc1OC | -2
CC1(c2nnnn2-c2ccc3c(c2)OCCO3)CCC(=O)N1CCc1ccc(O)cc1 (centres undefined) | 1
CC(C)(C)OC(=O)NCCc1nc(NC(=O)OCc2ccccc2)sc1C(=O)O | 1
O=C(NCCc1ccccc1F)c1[nH]c(C(F)(F)F)nc1-c1ccccc1 | -1

Exported with values ahead of the structure: part of the list above.
Wnt act | smiles
-3 | O=C1CCc2cc(S(=O)(=O)Nc3cccc(Cl)c3)ccc2N1
-1 | CC(C)C[C@H]1COc2cc(N3CCC[C@H]3CO)ccc2S(=O)(=O)N1

(list continues)
structure | Wnt act
CCCCOCC1CN(CCCC)S(=O)(=O)c2c(cccc2N(C)S(=O)(=O)c2ccc(C)cc2)O1 (centres undefined) | -5
CC(=O)C[C@@H]1OC[C@H](Cc2ccccc2)N1S(=O)(=O)c1ccc(C)cc1 | -1
Cc1cc2nc(-c3cccc(Cl)c3)c(CC3CCCCC3)n2c(C)c1Br | -4
O=C(NC1CCCC1)C(C1CC1)n1c(C2CC2)nc2ccccc21 (centres undefined) | -1
CCCc1c(-c2ccc(F)cc2)ncn1CCc1ccccc1OC | -4
CCOC(=O)[C@]12Cc3c(cc(OC)c(OC)c3OC)[C@H]1N(Cc1ccccc1)C(=O)c1cc(OC)ccc12 | -2
CC(=NOC(=O)C1CCCCC1)c1nccs1 | -2
CCCCNc1nc(NCc2ccccc2)nc2ccccc12 | -3
O=C(NCc1ccccc1)[C@@H]1CCCN1C(=O)[C@H]1CCCN1C(=O)c1cccs1 | -2
CCCCCCCCN1C(=O)[C@H](CC(=O)N2CCN(C(=O)OCC)CC2)C[C@@]2(C(=O)OC)CCCCC=C12 | -6
CCOC(=O)[C@]12CCCC=C1N(CCC1=CCCCC1)C(=O)[C@H](CC(=O)NCCCN1CCCC1=O)C2 | -2
O=c1ccn([C@@H]2O[C@H](CNCc3cccn3-c3ccncc3)[C@@H](O)[C@H]2O)c(=O)[nH]1 | 0

O=C(c1ccco1)N1CCN(C2CN(CCc3ccccc3)S(=O)(=O)C2)CC1 (centres undefined)
  Wnt act: 1

COc1ccc(C(C#N)=Cc2cc(OC)c(OC)c(OC)c2)cc1
  Wnt act: -8

Oc1cccc(-c2sc3ccccc3c2-c2ccc(OCCN3CCCCC3)cc2)c1
  Wnt act: -5

O=C(CC[C@H]1O[C@@H](n2cnc3c(NC(=O)c4ccccc4)ncnc32)[C@H](O)[C@@H]1O)NCCCN1CCOCC1
  Wnt act: -3

CN1CCC(N2CCN(C3CN(C4CCCCC4)S(=O)(=O)C3)CC2)CC1 (centres undefined)
  Wnt act: -1

CC(C)n1c(=O)c2ccccc2n1C(=O)c1ccccc1
  Wnt act: 1

C[C@H](c1ccccc1)N1C[C@@H](COCc2ccccc2)Oc2cc(N3CC[C@H](O)C3)ccc2S1(=O)=O
  Wnt act: -4

O=C1CCCC[C@@H](O)[C@H](O)C[C@H](c2ccccc2)O1
  Wnt act: -3

Nc1nc2c(ncn2[C@@H]2O[C@H](CNS(=O)(=O)N3CCc4ccccc4C3)[C@@H](O)[C@H]2O)c(=O)[nH]1
  Wnt act: -3

Clc1ccc2nc(C3CCCCC3)c(Cc3ccccc3)n2c1
  Wnt act: 1

COC(=O)[C@]12CCCCC=C1N(Cc1cccc3ccccc13)C(=O)[C@H](CC(=O)N1CCOCC1)C2
  Wnt act: 2

COC(=O)c1cc2c(c3c4cc(C)ccc4n(C(=O)c4ccccc4)c13)C(=O)N(Cc1ccccc1)C2
  Wnt act: -5

COC(=O)c1ccc2nc(-c3ccc(Cl)cc3)c(Cc3ccccc3)n2c1
  Wnt act: -2

COc1cccc(CNC(=O)[C@@H]2CCCN2C(=O)[C@@H]2CCCN2C(=O)c2cccs2)c1
  Wnt act: -1

Cc1cc(O)cc(=O)n1-c1ccc(Cl)c(C(F)(F)F)c1
  Wnt act: -5

COc1ccc(CNC(=O)CC[C@H]2O[C@@H](n3cc(C)c(=O)[nH]c3=O)C[C@@H]2O)cc1
  Wnt act: -1

CCOC(=O)C1=CCN(S(=O)(=O)c2ccc(C)cc2)C1c1ccccc1F (centres undefined)
  Wnt act: -2

C[C@@H]1CCCCO[C@H](CN(C)C(=O)Nc2ccc(C(F)(F)F)cc2)[C@@H](C)CN([C@H](C)CO)C(=O)c2cc(NC(=O)Nc3ccc4c(c3)OCO4)ccc2O1
  Wnt act: 0

COc1ccc(-c2nc3cc(C)c(Br)c(C)n3c2Cc2ccccc2C(F)(F)F)cc1OC
  Wnt act: -2

COCC(=O)N1C[C@H](C)[C@H](OC)CN(C)C(=O)c2cc(NC(=O)Nc3cccc(F)c3)ccc2OC[C@@H]1C
  Wnt act: -2

Cn1c(=O)cc(OCCCC(=O)Nc2cccc(Cl)c2)c2ccccc21
  Wnt act: 1

O=C(NC1CCCCC1)C1c2ccccc2OCC(=O)N1Cc1ccccn1 (centres undefined)
  Wnt act: -1

CC(C)C[C@@H](CN1CCCC1CN1C(=S)NC[C@@H]1Cc1ccccc1)N1C[C@H](Cc2ccccc2)N(CC2CCCCC2)C1=S (some centres undefined)
  Wnt act: -9

CC(=O)C1=CCC(c2ccc(C)cc2)N(S(=O)(=O)c2ccc(C)cc2)C1 (centres undefined)
  Wnt act: -1

CN1C(=O)[C@@](O)(c2cn(C)c3ccccc23)c2ccccc21
  Wnt act: -8

N#Cc1ccc(-c2nc3c4ccccc4ccn3c2Cc2ccccc2C(F)(F)F)cc1
  Wnt act: -1

CC(C)(C)C(=O)c1c(N)[nH]c(C(=O)c2ccccc2)c1-c1ccc(F)cc1
  Wnt act: -2

COC(=O)[C@]12CCCCC=C1N(Cc1cccc3ccccc13)C(=O)[C@H](CC(=O)N1CCN(C(=O)C3CC3)CC1)C2
  Wnt act: -4

O=C(NCc1cccc(Cl)c1)C1Cc2c(-c3ccccc3Oc3ccccc3)ccnc2O1 (centres undefined)
  Wnt act: -3

CCC(=O)N1CCC(C)(C(=O)NCc2ccc(F)cc2)C1 (centres undefined)
  Wnt act: -1

O=C1NC[C@H](Cc2ccccc2)N(C[C@@H]2CCCN2C[C@H](Cc2ccc(O)cc2)N2C[C@H](Cc3ccccc3)N(CC3CCCCCC3)C(=O)C2=O)C1=O
  Wnt act: -1

COc1cccc(CCOC(=O)c2c(-c3ccsc3)oc3c2C(OC(C)=O)CCC3)c1 (centres undefined)
  Wnt act: -1

CCCCCCCCN1C(=O)[C@H](CC(=O)NCC2CCCCC2)C[C@@]2(C(=O)OC)CCCCC=C12
  Wnt act: -5

CCCc1nc2c3ccccc3ccn2c1CC1CCCCC1
  Wnt act: 5

CCCCCc1c(-c2cccc(Br)c2)ncn1CCc1ccccc1OC
  Wnt act: -13

C[C@@H]1COc2cccc(NCCCN3CCOCC3)c2S(=O)(=O)N1
  Wnt act: -3

C=CCN(CC=C)Cc1cc(=O)oc2cc(C)ccc12
  Wnt act: -1

O=C(NC1CCCC1)C1c2ccccc2OCC(=O)N1Cc1ccccn1 (centres undefined)
  Wnt act: 0

CN1CCN(c2cccc3c2S(=O)(=O)N[C@@H](Cc2ccccc2)CO3)CC1
  Wnt act: -5

CSc1cccc(NC(=O)CCCOc2cc(=O)n(C)c3ccccc23)c1
  Wnt act: 3

O=c1[nH][nH]c2c1[C@@H](c1ccc(F)cc1)O[C@H](CCc1ccccc1)C2
  Wnt act: -1

O=c1c2cc3ccccc3nc2ncn1CCc1ccc(Cl)cc1
  Wnt act: -1

COc1ccc(Nc2c(C3CC3)nc3nc(C)cc(C)n23)cc1
  Wnt act: 0

Screens (PubChem BioAssay)
